# TLR4 MyD88 comp: inhibitors of human TLR4-MyD88 binding; inhibition, % at 8.4 µM; HeLa CL3-4 TLR4/MyD88 BLA complementation, FRET ratio; actives 0.18% (n = 200,000); O00206+Q99836; AID 861; in the data active = inhibition above about 25%;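 note: 0% = vehicle and 100% = reference inhibitor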
# Target sequence (O00206 whole entry, looked up): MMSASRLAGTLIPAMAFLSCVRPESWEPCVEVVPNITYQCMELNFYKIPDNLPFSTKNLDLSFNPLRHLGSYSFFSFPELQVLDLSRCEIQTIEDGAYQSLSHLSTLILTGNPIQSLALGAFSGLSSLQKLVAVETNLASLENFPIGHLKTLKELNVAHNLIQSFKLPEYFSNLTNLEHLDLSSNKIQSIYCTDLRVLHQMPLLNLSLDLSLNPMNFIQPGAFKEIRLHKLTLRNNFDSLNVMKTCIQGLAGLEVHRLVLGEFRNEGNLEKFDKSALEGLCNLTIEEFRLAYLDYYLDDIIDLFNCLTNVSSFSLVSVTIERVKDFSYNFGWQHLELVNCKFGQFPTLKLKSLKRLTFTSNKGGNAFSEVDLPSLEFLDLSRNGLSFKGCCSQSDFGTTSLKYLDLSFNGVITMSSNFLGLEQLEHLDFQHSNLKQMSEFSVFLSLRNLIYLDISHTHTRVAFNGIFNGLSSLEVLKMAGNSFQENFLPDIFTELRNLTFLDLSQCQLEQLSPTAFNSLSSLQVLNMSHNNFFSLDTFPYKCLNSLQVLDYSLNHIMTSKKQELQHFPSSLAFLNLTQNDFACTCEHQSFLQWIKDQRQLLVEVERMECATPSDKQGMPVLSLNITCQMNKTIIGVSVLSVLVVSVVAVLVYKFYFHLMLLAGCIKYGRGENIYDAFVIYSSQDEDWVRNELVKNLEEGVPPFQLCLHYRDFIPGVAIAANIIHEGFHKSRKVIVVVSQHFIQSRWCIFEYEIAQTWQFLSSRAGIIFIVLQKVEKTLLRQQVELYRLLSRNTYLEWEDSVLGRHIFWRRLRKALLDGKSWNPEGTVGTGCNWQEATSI
# Target sequence (Q99836 whole entry, looked up): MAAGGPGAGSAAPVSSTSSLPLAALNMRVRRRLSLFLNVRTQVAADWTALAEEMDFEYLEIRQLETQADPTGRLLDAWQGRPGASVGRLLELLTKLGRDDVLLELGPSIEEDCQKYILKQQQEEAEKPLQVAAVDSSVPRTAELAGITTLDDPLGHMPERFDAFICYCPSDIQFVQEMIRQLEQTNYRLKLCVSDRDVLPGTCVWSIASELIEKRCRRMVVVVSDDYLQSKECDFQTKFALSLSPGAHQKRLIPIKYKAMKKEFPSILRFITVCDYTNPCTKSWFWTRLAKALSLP
# FLuc act counter: affects firefly luciferase, flagging false hits in luciferase stimulation screens; activation factor at 10 µM; ATPlite luciferase biochemical, luminescence, 10 min; 0 = ATP-free wells, 1 = DMSO control; 200,000 tested, under 10 active;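 active = luciferase activation factor, scaled between plate controls, of at least 2 with compound at 10 µM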
#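 System: Luciferase/luciferin detection reagent, cell-free biochemical luciferase assay | Medium: PBS buffer for ATP | Dosing: Test compounds dosed from 2 mM stocks in 100% DMSO | Timing: 10 min at ambient temperature | Signal: Luminescence measurement of luciferase light output | Evaluation: Luciferase activation, seen as luminescence increase over controls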
# G6PDH counter: counter-screen for G6PDH assay hits: L. mesenteroides G6PDH inhibition | actives 0.12% (n = 200,000) | inhibition, % at 5 µM | AID 1020 | Purified L. mesenteroides G6PDH, diaphorase/resazurin coupled fluorescence, 45 min; in the data active = inhibition above about 50%
# FLuc inhib CS: counter-screen for luciferase assay inhibitors: firefly luciferase inhibition | P08659 | ATPLite firefly luciferase biochemical luminescence, 10 min | inhibition, % at 10 µM | actives 1.5% (n = 200,000) | AID 1006;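 active = inhibition above about 50% when tested at 10 µM, limit read from the data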
# NF-kB neuron act: compounds increasing NF-kB expression in human neuronal cells | NF-kB reporter expression; active compounds read high | fold change at 12.5 µM | actives 1.6% (n = 190,000) | AID 1239; in the data active = fold change above about 3.3
# APP 5'UTR act: activates APP 5'UTR luciferase reporter; activation, % at 2 µM; AID 1276; SH-SY5Y APP 5'UTR luciferase reporter, luminescence; zero percent = DMSO vehicle wells; actives 1% (n = 190,000);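 active = activation above a set limit, based on mean plus 3 SD of controls, cut at about 140% in these data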; note: values of inactives mirror those of a sister screen read the other way
# Diaphorase act: counter-screen for diaphorase-based assays: diaphorase activators and chemical reducers; Diaphorase/resazurin coupled assay, resorufin fluorescence, 16 min; active compounds read high; 1 = vehicle wells, 0 = NADH-free wells; activation factor at 20 µM; actives 0.005% (n = 190,000);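 active = diaphorase activity raised at least twofold by the compound at 20 µM; inactive = activation factor below 2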
#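 test system = bacterial diaphorase enzyme (C. kluyveri) | quantity = enzyme 0.07 U/mL final | reagent = NADH substrate 0.114 mM plus resazurin dye 0.1 mM, final | incubation = 16 min enzyme reaction, ambient temperature | buffer or medium = HEPES pH 7.4 buffer with MgCl2 and Tween 20 | signal = fluorescence of resorufin, 544 nm excitation, 590 nm emission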
# STAT1 activator: STAT1 signaling activation; NIH 3T3 STAT1-luciferase reporter, IFN-gamma, luminescence; 100% = IFN-gamma alone, no compound; AID 932; actives 2.6% (n = 200,000); activation (% of control), % at 5.5 µM;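 active = activation above the screen-wide mean activation plus 3 SD, cut at about 130% in these data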;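 note: raw ratio to IFN-gamma control signal so 100% means no change and 0% no light; values of inactives mirror those of a sister screen read the other way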
# APP transl inh: APP translation inhibition; SH-SY5Y APP 5'UTR-luciferase reporter, luminescence; inhibition, % at 2 µM; actives 0.82% (n = 190,000);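 active = inhibition above a set limit, derived from the sample mean plus 3 SD, cut at about 45% in these data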; note: values of inactives mirror those of a sister screen read the other way
# Diaphorase inh: counter-screen for diaphorase-based assays: diaphorase inhibitors and chemical oxidizers. inhibition, % at 20 µM. diaphorase resazurin-to-resorufin fluorescence, NADH, 16 min; bacterial (C. kluyveri) enzyme, not human. actives 0.69% (n = 190,000);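 active = primary screen inhibition at 20 µM above a set limit, cut at about 50% in these data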;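 note: plate controls were DMSO with full reaction for no effect and wells lacking NADH for full effect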
#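 Benchmarks: positive control wells lacking NADH, neutral wells with DMSO only. System: bacterial diaphorase enzyme (C. kluyveri). Input: 0.14 U/mL diaphorase, enzyme working solution. Detection: resorufin fluorescence, excitation 544 nm, emission 590 nm. Times: 16-min room-temperature incubation before reading.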
# * marks the source's active call; other numbers are inactive results; · = no result given. Random draw from the library. About 5.6% of those tested had a hit in this group.
SMILES,TLR4 MyD88 comp,FLuc act counter,G6PDH counter,FLuc inhib CS,NF-kB neuron act,APP 5'UTR act,Diaphorase act,STAT1 activator,APP transl inh,Diaphorase inh
Cc1ccc(N2C(=O)CSC2c2c(F)cccc2Cl)cc1 (centres undefined),3.5,1.1,5.5,-6.4,1.16,14.7,0.8,99.5,-14.7,18.4
COc1ccc(-n2c(SCC(=O)N3CCCCC3)nnc2-c2cccnc2)cc1,-3.5,0.9,-3.1,5.9,1.13,5.1,1.1,100.7,-5.1,-6.3
COC(=O)CN(C#N)c1nc(C)cc(C)n1,-3.5,1,-4.2,1.2,1.1,4.7,0.9,104.4,-4.7,8.3
COC(=O)Nc1sc2c(c1C(=O)N1CCOCC1)CCC(C)C2 (centres undefined),-16.9,1,5.4,-4.6,1.16,-12.2,0.8,102.6,12.2,16.2
CCOC(=O)c1c(C)oc2ccc(OC(=O)COc3c(F)c(F)c(F)c(F)c3F)cc12,1.7,1,-2.0,-2.7,1.25,1.8,0.8,97.1,-1.8,18.3
CCOc1ccc(N/N=C(/C#N)C(N)=O)cc1,1.0,1,3.1,0.1,1.12,15.7,0.9,97.2,-15.7,5.6
COc1ccc(CNS(=O)(=O)c2ccc(S(=O)(=O)N3CCCCC3)cc2)cc1,·,1.1,-0.1,-11.8,·,·,1,·,·,1.9
COc1ccc(NC(=O)/C(=C\c2cccs2)NC(=O)c2ccco2)cc1,4.5,1,7.5,-0.1,1.05,19.1,1,101.6,-19.1,3.5
Cc1ccc(/C=N/NC(=O)c2c[nH]c3ccccc23)o1,-9.0,0.9,-6.7,14.6,1.23,·,0.9,113.5,·,5.5
Cn1c(/N=C/c2cccs2)nc2ccccc21,-8.6,0.3,4.6,73.9*,0.59,-1.5,1,98.8,1.5,3.2
CCc1ccc(NC(=S)N(CCN(C)C)C(C)c2ccncc2)cc1 (centres undefined),-1.4,1.1,4.7,-5.4,1.56,-4.3,1,99.8,4.3,4.9
Cc1cc(C(F)(F)F)n2nc(-c3cnn(C)c3C(F)(F)F)c(Br)c2n1,-6.6,0.5,7.5,48.9,1.12,5.6,1,105.3,-5.6,-0.6
CC(=O)N(Cc1cc2cc(C)c(C)cc2n2nnnc12)CC1COCCO1 (centres undefined),4.8,1,2.2,-4.4,1.3,9.7,0.9,101.9,-9.7,7.9
COc1ccc(-c2cc3ccccc3oc2=O)cc1NC(=O)c1ccc(Br)o1,0.6,1,-49.0,-4.4,1.24,10.2,0.7,114.4,-10.3,27.5
CCCC1=[N+](CC(C)=O)CCn2c(C)ccc21,-2.5,1,4.7,-4.0,1.42,9.4,1,94.0,-9.4,0.0
CC(C)(C)NC(=O)COc1ccc(-c2ccccc2)cc1,3.2,1,-2.6,4.1,1.92,·,1,121.2,·,-2.8
CCCc1cc(=O)[nH]c(SCc2ccc(C#N)cc2)n1,3.0,1.1,2.0,-8.4,1.52,0.3,1,103.8,-0.3,2.2
CCOc1ccc(Br)cc1S(=O)(=O)N1CCC(C(=O)O)CC1,2.9,1.1,1.4,-5.7,1.21,21.6,0.9,94.1,-21.6,5.5
S=C(c1ccc(-c2cc(Cl)ccc2Cl)o1)N1CCOCC1,8.7,1,-24.1,2.0,1.05,19.6,0.7,107.3,-19.6,30.9
O=C(Nc1ccc(Cl)cc1C(=O)NCCN1CCOCC1)c1ccc(Cl)cc1Cl,-13.2,1.1,-3.7,-8.2,1.32,-16.7,0.9,102.1,16.7,6.3

# An excerpt of these results, as tab-separated lines:
smiles	TLR4 MyD88 comp	FLuc act counter	G6PDH counter	FLuc inhib CS	NF-kB neuron act	APP 5'UTR act	Diaphorase act	STAT1 activator	APP transl inh	Diaphorase inh
Cc1ccc(N2C(=O)CSC2c2c(F)cccc2Cl)cc1 (centres undefined)	3.5	1.1	5.5	-6.4	1.16	14.7	0.8	99.5	-14.7	18.4
COc1ccc(-n2c(SCC(=O)N3CCCCC3)nnc2-c2cccnc2)cc1	-3.5	0.9	-3.1	5.9	1.13	5.1	1.1	100.7	-5.1	-6.3
COC(=O)CN(C#N)c1nc(C)cc(C)n1	-3.5	1	-4.2	1.2	1.1	4.7	0.9	104.4	-4.7	8.3
COC(=O)Nc1sc2c(c1C(=O)N1CCOCC1)CCC(C)C2 (centres undefined)	-16.9	1	5.4	-4.6	1.16	-12.2	0.8	102.6	12.2	16.2
CCOC(=O)c1c(C)oc2ccc(OC(=O)COc3c(F)c(F)c(F)c(F)c3F)cc12	1.7	1	-2.0	-2.7	1.25	1.8	0.8	97.1	-1.8	18.3
CCOc1ccc(N/N=C(/C#N)C(N)=O)cc1	1.0	1	3.1	0.1	1.12	15.7	0.9	97.2	-15.7	5.6
COc1ccc(CNS(=O)(=O)c2ccc(S(=O)(=O)N3CCCCC3)cc2)cc1	·	1.1	-0.1	-11.8	·	·	1	·	·	1.9
COc1ccc(NC(=O)/C(=C\c2cccs2)NC(=O)c2ccco2)cc1	4.5	1	7.5	-0.1	1.05	19.1	1	101.6	-19.1	3.5

# Further compounds follow.
SMILES,TLR4 MyD88 comp,FLuc act counter,G6PDH counter,FLuc inhib CS,NF-kB neuron act,APP 5'UTR act,Diaphorase act,STAT1 activator,APP transl inh,Diaphorase inh
COc1ccc(/C=C2\SC(=O)N(CCC(=O)Nc3ccc(S(=O)(=O)Nc4nccs4)cc3)C2=O)cc1,0.6,0.9,11.4,6.4,0.96,5.9,0.9,114.6,-5.9,9.4
COc1ccc(-n2nnnc2-c2cccc(OC)c2)cc1,-8.6,1.1,-21.0,-7.6,2.59,-91.3,0.9,104.9,91.3*,10.4
Cc1nc(NC(C)(C)CO)c([N+](=O)[O-])cc1[N+](=O)[O-],-1.9,1.1,3.7,-5.6,1.06,-8.3,0.9,90.9,8.3,12.5
Clc1ccc(COc2ccccn2)cc1Cl,5.6,1,0.1,-3.0,0.95,2.4,1,102.9,-2.4,4.9
CCOc1ccccc1-n1nnnc1SCC(=O)NC(=O)NCc1ccco1,23.7,1.1,2.3,-6.0,0.86,20.9,0.8,84.9,-20.9,24.7
O=C(Nc1ccccc1)NC1CCCCC1,-10.0,0.9,1.2,10.3,1.7,11.5,0.8,111.1,-11.5,16.9
CCOc1ccc(C2C(C(C)=O)=C(O)C(=O)N2CCc2c[nH]c3ccccc23)cc1 (centres undefined),-1.1,1.1,15.2,-8.4,1.1,30.9,0.7,96.0,-30.9,26.2
CCN(CC)c1nc(-c2ccccc2)nc2c1sc(=S)n2CC,4.1,1,-3.4,0.1,1.15,-9.8,1,92.1,9.8,-1.7
NC(=O)c1cccnc1Nc1cccc([N+](=O)[O-])c1,-5.1,1,3.2,-3.7,2.49,88.1,0.6,133.7*,-88.1,38.0
CCOC(=O)C1CCCN(C(=O)c2ccccc2Oc2ccccc2)C1 (centres undefined),-7.4,1.1,4.6,-7.4,1.01,-15.2,0.9,99.5,15.2,10.4
CCCn1c(SCC(=O)N2CCc3ccccc3C2)nc2c1c(=O)n(C)c(=O)n2C,-4.5,1,-15.2,-0.9,1.05,3.4,0.9,85.9,-3.4,8.6
Clc1ccccc1OCc1nc(-c2ccccn2)no1,11.4,0.5,1.0,51.3*,6.48*,171.2*,0.8,167.9*,-171.2,16.3
COC(=O)c1cccc(NC(=S)Nc2cccc(Cl)c2Cl)c1,4.4,1,-22.3,-4.9,0.9,-5.7,0.8,95.1,5.7,16.6
CCOc1ccccc1N1CCN(C(=O)c2c(C)noc2C)CC1,-5.1,1.1,2.5,-6.7,1.13,-14.9,1.1,95.7,14.9,-7.0
CCCCNC(=O)CSc1nc2ccc(NC(=O)CSc3nnc(N)s3)cc2s1,-11.9,1,-8.8,3.6,0.83,4.7,0.9,94.8,-4.7,14.3
CCOc1ccc(CC(=O)C2C(=O)CCCC2=O)cc1OCC,-5.8,1.1,12.3,-11.6,1.13,-1.1,1,99.0,1.1,4.1
O=C(COc1ccccc1[N+](=O)[O-])N/N=C/c1ccccn1,-12.3,1,-14.1,1.3,1.25,42.7,0.9,97.2,-42.7,11.6
Oc1ccc(/C=N/n2cnn(Cc3ccccc3Cl)c2=S)c(O)c1,-11.2,1.1,-10.9,-5.3,1.13,21.6,0.9,105.3,-21.6,7.2
COc1ccc(C2C3C(=O)N(Cc4ccccc4)C(=O)C3ON2c2ccccc2)c(OC)c1OC (centres undefined),1.4,1,2.5,-4.1,0.69,7.6,0.7,101.9,-7.6,28.7
Cc1cc(C)cc(N(CC(=O)N/N=C/c2ccncc2)S(=O)(=O)c2ccccc2)c1,0.0,1,0.4,-3.9,0.74,4.8,0.9,93.2,-4.8,10.1
Cc1cc(NC(=O)COc2ccccc2)n(-c2ccccc2)n1,24.2,1,18.4,1.4,1.1,4.2,0.9,105.2,-4.2,6.1
CC(C)(C)c1csc(NC(=O)Cc2cccs2)n1,-0.2,0.9,3.9,9.9,1.08,11.8,0.8,109.4,-11.8,16.0
N#CC1=C(N)Oc2n[nH]c(-c3cccnc3)c2C1c1cc(F)ccc1F (centres undefined),-3.0,0.9,11.0,5.4,0.95,1.5,0.9,95.0,-1.5,9.3
CCn1c(SCC(=O)N/N=C/c2ccc(O)c(OC)c2)nc2ccccc21,9.0,1,-0.9,-4.0,0.68,-11.9,0.8,91.7,11.9,17.3
COc1ccc(C(=O)Nc2ccc(S(=O)(=O)N3CCCCC3)cc2)cc1,2.9,1.1,5.4,-7.9,0.74,-6.6,0.8,91.5,6.6,15.9
CCN(CC)S(=O)(=O)c1cc(NC(=O)COC(=O)CCC(=O)c2ccc(F)cc2)ccc1C,-2.7,1,-2.7,0.6,1.15,-3.2,0.9,102.4,3.2,14.8
Cc1c(Cl)cccc1NC(=S)NCCN1CCOCC1,4.6,1.1,7.0,-8.4,2.48,-11.2,0.9,93.9,11.2,5.0
CCOc1cc(C(=S)N2CCCC2)ccc1OC(=O)Cc1ccc(F)cc1,-1.4,1,10.4,2.6,1.06,-4.3,1,97.2,4.3,-3.2
COc1ccc([N+](=O)[O-])cc1NC(=O)CCN1CCN(C)CC1,-2.6,1,8.7,-0.4,1.28,0.1,1.1,108.0,-0.1,-6.8
CC(C)CNC(=O)c1ccccc1-c1ccccc1C(=O)O,2.1,1,-0.7,-2.7,1.18,-10.1,1,100.5,10.1,-0.8
COc1cc(C)ccc1OCCOc1c(Cl)cc(Cl)cc1Cl,5.6,1,4.1,-3.9,1.09,12.6,0.9,105.1,-12.6,14.1
